# Screening results from PubChem BioAssay.
# HIF act: HIF pathway transcriptional activation; 300,000 tested, 0.32% active; U2OS HRE-luciferase reporter, luminescence; normalized: DMSO 0%, desferrioxamine 100%; activation, % at 7.5 µM (by protocol);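 active = mean activation of at least 10% of the iron chelator positive control signal, with at least half of replicates also reaching 10%; inconclusive = mean and replicate majority disagree about reaching 10%; inactive = mean and most replicates under 10%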
# aSyn UTR inh: 5' untranslated region of α-synuclein, MLPCN primary screen | alpha-synuclein 5'UTR reporter, inhibitor activity | inhibition, % (tested at 7.5 µM) | 300,000 tested, 0.82% active | AID 1813; in the data active = inhibition above about 60%; inconclusive = no clear call, values can overlap the other calls;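 also: H4 neuroglioblastoma cells stably carrying SNCA 5'UTR luciferase fusion; 0% = DMSO wells and 100% = positive control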
# Platelet DG rel: modulates dense granule release in human platelets | human platelet-rich plasma, SFLLRN dense granule ATP release, luminescence | 300,000 tested, 0.22% active | inhibition, %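 (compounds screened at 7.5 µM in platelet-rich plasma)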;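 active = mean replicate score, as percent of positive control, at or above 50; inconclusive = mean below 50 but at least one replicate at or above 50; inactive = mean and every replicate below 50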
# SKKanGAS inh: inhibitors of SKKanGAS S. pyogenes growth in kanamycin (SK-promoter or general growth effect); BacTiter-Glo, 6 h; 300,000 tested, 1.3% active; inhibition, % at 7.5 µM;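 active = mean replicate score, as percent of positive control median, at least 50; inconclusive = mean below 50 but one replicate at or above 50; inactive = mean and every replicate below 50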;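 also: strain carries kanamycin resistance gene driven by streptokinase promoter and grows in 40 µg/ml kanamycin; loss of luminescence reflects streptokinase promoter inhibition or plain growth inhibition; 0% = median of DMSO wells and 100% = positive control at its reference dose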
# IEC-6 tox: counter-screen for KLF5 inhibitors: cytotoxicity in IEC-6 cells | IEC-6 cytotoxicity, luminescence viability | 290,000 tested, 0.78% active | AID 1825 | inhibition, % at 5 µM; in the data active = inhibition above about 22%;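 also: 0% = plate median of test compound wells and 100% = cytotoxic reference compound wells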
# HSF1 activator: increases HSF-1 driven luciferase reporter signal | NIH3T3-HGL HSF-1 luciferase reporter, MG132, 8 h; 100% = twice DMSO control signal | activation, % at 9 µM | 300,000 tested, 1.7% active;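 active = mean replicate activation of at least 50% with a set share of replicates each reaching 50%; inconclusive = only one of those two conditions met; inactive = mean below 50% and too few replicates reaching it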;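 also: 0% = median of the neutral control wells and 100% = twice that signal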
# HSF1 inhib: HSF1 inhibition; activity change, negative = inhibition, % at 7.5 µM (by protocol); 300,000 tested, 0.77% active; NIH3T3-HGL HSE-luciferase, MG132-induced, luminescence 8 h; stronger effect = lower value;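 active = more than half of replicate wells show activity change below -50%, luminescence cut by over half; inconclusive = some wells, but at most half, below -50%; inactive = no replicate well below -50%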;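 also: luciferase reports HSF-1 transcriptional activity via heat shock element; 0% = median of DMSO wells and -100% = zero luminescence signal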
# AI-2 QS modul: Vibrio harveyi AI-2 quorum sensing modulation; AID 2094; 300,000 tested, 0.4% active; Vibrio harveyi JMH597 AI-2 luminescence/OD600 ratio, 9 h; stronger effect = lower value; strain lacks LuxN and CqsS sensors; 0 = neutral-control median; activity change, % at 7.5 µM; in the data active = activity change below about -75%, passing the limit was not always enough; inconclusive = no clear call, values can overlap the other calls;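 also: luminescence divided by OD600 gain over 9 h not by final OD600 alone; inactives centre near 13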
# HSP90 refold inh: inhibitors of HSP90 luciferase refolding in rabbit reticulocyte lysate | AID 1789 | inhibition, % at 5.6 µM | luciferase refolding luminescence, 3 h | 290,000 tested, 0.91% active;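 active = inhibition above the screen-wide mean plus 3 SD, computed separately per campaign, cut at about 16% in these data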;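 also: 0% = DMSO wells and 100% = 60 µM geldanamycin wells; inhibitors lower the luminescence because luciferase stays unfolded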
# KLF5 inhibitor: kruppel-like factor 5 inhibition. DLD-1 KLF5 promoter-luciferase reporter, luminescence. inhibition, % at 5 µM. 290,000 tested, 0.23% active;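 active = inhibition above a per-plate limit of that plate's mean compound inhibition plus 3 SD, cut at about 60% in these data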;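 also: 0% = DMSO wells and 100% = LY294002 at 200 µM; higher means less KLF5 promoter-driven luciferase light; inactives centre near -14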
# An asterisk follows results filed as active; i = inactive; ? = inconclusive; nt = not tested or not shown.
SMILES,HIF act,aSyn UTR inh,Platelet DG rel,SKKanGAS inh,IEC-6 tox,HSF1 activator,HSF1 inhib,AI-2 QS modul,HSP90 refold inh,KLF5 inhibitor
O=C(NCc1ccccc1)C(c1ccco1)N(C(=O)c1ccccn1)c1ccc(F)cc1 (configuration not stated),-0.1,-22,3,2,-3,nt,nt,32,1,-22
Cc1ccsc1/C=N/Nc1nc2ccccc2s1,0.7,-148,-2,-11,4,66*,36,-1,-3,-203
CCCN(CC(=O)Nc1ccccc1OC)C(=O)CSc1nc(C)cc(C)n1,-1.9,11,0,-8,nt,-15,-3,10,nt,nt
CCOC(=O)c1sc2nccc(N(C)C)c2c1N=CNOCc1ccccc1,0.9,-92,2,-3,-5,47,32,20,4,-53
COc1ccc(CNc2nc(S(=O)(=O)c3ccccc3)c(Cl)s2)cc1OC,-0.5,27,-4,-5,2,-6,-2,29,-1,15
Cc1nc(SCC(=O)NNC(=O)c2cccs2)[nH]c(=O)c1C,0.1,-3,7,1,-2,33,10,15,0,-18
O=C(NCCc1nnc2ccccn12)c1cccs1,2.4,-67,1,-2,2,3,2,31,-2,-49
COc1ccc(Cl)cc1NC(=O)Nc1cc(C)on1,0.0,-11,?,-8,7,-4,0,6,-3,-23
O=C(Cc1cccc2ccccc12)NCC(=O)Nc1ccccc1F,-0.7,11,1,-2,-2,-3,-1,27,3,-24
COc1ccc2nc3oc(C(=O)N4CC(C)CC(C)C4)cc3cc2c1 (configuration not stated),0.6,-6,-4,1,-2,-3,0,74,-4,-83
C(=N\n1cnnc1)/c1ccc(OC2CSC2)cc1,nt,22,-13,-10,-2,13,-5,-41,-2,-23
Cc1nn2c(-c3ccc(S(=O)(=O)N4CCN(CCO)CC4)o3)nnc2c2ccccc12,0.1,-6,8,1,0,7,0,14,-8,-17
Cc1ccc(/C=C/C(=O)O)cc1S(=O)(=O)N1CCc2ccccc2C1,0.0,15,10,4,-4,12,0,21,-2,-5
Cc1ccc(-c2cc(C(=O)Nc3nn[nH]n3)c3ccccc3n2)c(C)c1,-0.6,-49,12,12,-2,-7,-2,19,-1,-24
O=[N+]([O-])c1cccc(NC(=S)N2CCN(c3ccccn3)CC2)c1,nt,nt,nt,nt,-5,nt,nt,1,-2,-39
O=C(NCCc1ccccc1)NC1CCCCC1,0.1,-53,-6,2,-4,28,5,18,8,-140
COc1ccc(CC(=O)Nc2cc(Cl)ccc2N2CCCC2)cc1,-0.2,28,-11,-2,-13,29,3,22,0,-9
COc1cccc(OC)c1C(=O)N1CCOCC1,0.3,7,6,7,7,0,-1,31,3,-3
CC1Cc2ccccc2N1C(=O)COc1nc2ccccc2nc1N1CCOCC1 (configuration not stated),0.0,29,-21,-9,-1,1,4,7,0,-37
CSc1ccc(CN2CCN(Cc3ccccc3)C(CCO)C2)cc1 (configuration not stated),-0.2,-1,1,-4,4,-4,-1,15,0,-7
Cc1nc2ccccc2n1CC(=O)N/N=C/c1cccs1,-2.9,-11,-6,6,3,11,-3,-2,2,-10
CCc1c(C(=O)Nc2ccc(C)c(C)c2)[nH]c(C)c1C(C)=O,4.8,-146,-1,0,6,14,4,19,0,-123
CSCC(C)N1CCC(CCC(=O)NC2CC2)CC1 (configuration not stated),0.3,-10,1,4,6,-10,-7,11,-4,-9
O=c1cc2n(c(=O)[nH]1)CCC1=C2CCCC1,0.0,13,0,0,4,4,-2,6,1,13
O=C(NCCc1ccccc1)C1CCC(=O)N(CCCN2CCCC2=O)C1 (configuration not stated),-0.3,-1,-4,-1,-1,-2,2,5,0,-17

# (further entries)
SMILES,HIF act,aSyn UTR inh,Platelet DG rel,SKKanGAS inh,IEC-6 tox,HSF1 activator,HSF1 inhib,AI-2 QS modul,HSP90 refold inh,KLF5 inhibitor
COc1ccc(-c2nnc3n2CCCCC3)cc1,0.2,-1,5,-1,-2,49,13,17,0,-15
c1ccc(-c2nnc(OCC3CCCO3)c3ccccc23)cc1 (configuration not stated),-0.1,5,-6,3,-5,18,-4,11,-2,10
CN(Cc1cnn(C)c1)Cc1nc(-c2ccc(Cl)cc2)no1,2.6,-19,-2,-4,4,-7,-4,17,1,-21
Cc1cc(Nc2cccc(Cl)c2)nc(-c2ccccc2O)n1,-0.6,-53,3,6,14,-77,-70*,12,-3,-4
COc1ccc(C2CC(=O)C=C(NC3CCCC3)C2)cc1 (configuration not stated),0.2,-4,11,-1,-1,-10,3,12,0,-53
CCn1ccc2c(OCC(=O)NCCc3ccc(OC)c(OC)c3)cccc2c1=O,-0.4,-11,16,0,nt,-6,-1,8,nt,nt
CC1=C/C(=N\NC(=S)NCCc2ccccc2)CC(C)(C)C1,2.9,-80,-3,52*,-5,37,5,23,5,-32
Cc1ccc(Cn2c(CN3CC(C)OC(C)C3)nc3c2c(=O)n(C)c(=O)n3C)cc1 (configuration not stated),0.2,-9,2,-3,-3,4,2,27,-2,-55
O=C(N/N=C/c1ccc2ccccc2c1)c1ccc(COc2ccc3c(c2)CCC3)o1,0.9,-72,-8,20,2,2,0,-10,11,-41
CCOc1ccccc1NC(=O)c1ccc2c(c1)C(=O)N(CC)C2=O,2.6,-20,4,-11,0,-1,-8,7,7,-37
COc1ccc(NS(=O)(=O)c2ccc(Br)cc2)cn1,-0.7,-3,-1,0,6,7,1,32,-6,-26
COc1ccc(N2CCN(Cc3nc(N)nc(Nc4ccc(C)c(Cl)c4)n3)CC2)cc1,-0.6,51,0,74*,16,11,2,11,0,-12
CC(C)Cc1ccc(CN2CCCC(NC(=O)c3ccnn3C)C2)cc1 (configuration not stated),0.4,-21,1,-4,-8,-4,-4,16,3,-25
CC(=O)Nc1cc(C)nn1-c1nc2ccccc2s1,-0.2,-178,16,-3,10,-47,-46,39,10,3
OCCNCCCOc1cc(Cl)ccc1Cl,0.3,16,-2,-16,1,-10,-2,17,-2,-17
COc1ccc(N2C(=O)CC(c3ccc([N+](=O)[O-])cc3)C2=O)cc1 (configuration not stated),0.2,-6,-4,-1,-2,-54,-39,6,-1,-1
O=C(Nc1ccc(-c2nc3ccccc3o2)cc1)c1ccc(N2C(=O)C3C4C=CC(C4)C3C2=O)cc1 (configuration not stated),-0.4,-32,-4,12,-1,-14,-10,29,1,-24
Cc1nnc(SCC(=O)Nc2cc(C(F)(F)F)ccc2Cl)n1C,-1.0,9,6,0,0,18,2,-7,8,-12
COc1ccc(NC(=O)CS(=O)(=O)c2cn(CC(=O)N3CCOCC3)c3ccccc23)cc1OC,0.0,3,-8,4,-3,-2,1,15,-5,-20
CC(C)(C)/C(O)=C/c1nc2ccccc2oc1=O,0.1,-23,0,6,0,16,12,41,2,-25
Cc1nn(Cc2ccc(Cl)cc2)c(C)c1NC(=O)c1cc(-c2ccc3c(c2)OCO3)on1,-1.1,?,-15,18,-1,0,-6,42,-2,-14
Cc1ccc(C)c2c(N)c3c(nc12)CCCCC3 (tested in a mixture with another compound),0.9,-24,-6,-17,-3,2,-4,13,-3,-8
O=C(CCC(=O)c1ccc(Br)cc1)Nc1cccnc1,0.0,-26,-4,-13,1,-88,-85*,13,-2,-17
CC(C)NC(=O)Cn1c(SCC(=O)c2ccc(F)cc2)nc2ccccc21,-0.2,-4,0,-5,-7,4,8,10,3,-10
Cc1cccc(C)c1-n1nnnc1C(C)(C)N1CCN(N=O)CC1,-1.3,1,1,4,4,-15,7,7,2,-13

# (cont.)
SMILES,HIF act,aSyn UTR inh,Platelet DG rel,SKKanGAS inh,IEC-6 tox,HSF1 activator,HSF1 inhib,AI-2 QS modul,HSP90 refold inh,KLF5 inhibitor
CN(C)S(=O)(=O)c1cccc(C(=O)OCC(=O)Nc2ccccc2OC(F)F)c1,-0.1,14,-9,-5,-3,14,2,-3,-1,-5
CC1=CC2=NC(=O)/C(=C/c3coc4ccccc4c3=O)C(=N)N2O1,0.1,17,3,7,1,-27,-8,30,0,8
Cc1cc(-c2cccc([N+](=O)[O-])c2)nc2ccc3ccccc3c12,0.5,-108,1,3,1,2,-5,7,-1,-29
N#Cc1ccc(NC(=O)c2cc(S(=O)(=O)N3CCOCC3)ccc2N2CCCC2)cc1,0.2,10,15,-7,nt,-6,-9,7,nt,nt
COCCNC(=O)c1ccc2nc(Cc3ccc(OC)c(OC)c3)oc2c1,2.5,-80,nt,6,1,32,18,20,2,-146
CCOC(=O)C1CCN(S(=O)(=O)c2ccc(Br)c(OCC)c2)CC1,-0.2,-12,-2,1,-7,3,3,2,5,-10
Cc1cc2cc(C=O)c(Cl)nc2cc1C,1.4,-55,0,1,-3,21,3,12,-2,-13
Cc1ccc(OCCOC(=O)c2nc3nccc(C)n3n2)cc1,-0.1,10,12,-5,1,9,2,13,-3,-27
CCCn1c(N2CCN(CC(=O)c3c(C)n(C)c4ccccc34)CC2)nc2c1c(=O)[nH]c(=O)n2C,-0.5,38,-5,3,4,-11,-2,12,5,-4
CCCn1c(SCC(N)=O)nnc1C(C)C,-2.7,6,-4,-3,1,1,-7,-3,-1,-17
Cc1cc(C)n2nc(C(=O)NCc3ccco3)cc2n1,-0.1,3,17,-11,-4,-9,-3,18,0,9
CCOc1cc(C)ccc1OCc1nnc(SCC(=O)Nc2cccc(C(=O)O)c2)n1-c1ccccc1,-0.4,6,2,15,-3,14,-2,7,1,-24
Cc1cc(Nc2cccc(Cl)c2Cl)n2ncnc2n1,-22,23,-3,14,0,25,0,i,11,-14
Cc1cccc(C(=O)NNS(=O)(=O)c2ccc(F)cc2)c1,-0.3,2,6,2,0,14,3,33,-1,-54
O=C(NCc1cccnc1)c1ccc(COc2ccccc2Br)o1,-0.1,39,5,-15,15,9,4,33,2,-2
Cc1ccc(C2NC(=O)NC(O)(C(F)(F)F)C2C(=O)c2cccs2)o1 (configuration not stated),0.8,-48,4,-2,-2,10,1,8,-3,17
COc1ccc(/C(O)=C2\C(=O)C(=O)N(c3cc(C)on3)C2c2ccccc2OC)cc1C (configuration not stated),0.5,-7,0,9,1,2,2,-3,7,-16
O=C(Nc1ccccc1C(=O)O)C1=NN=CC1,-1.6,16,5,-1,-3,-10,1,23,-2,-9
COc1cccc(/C=N/n2nnnc2N)c1OCC#N,0.3,0,2,-2,nt,0,2,16,nt,nt
CC(C)N1C(=O)C2C(C(=O)NC3CCCCC3)C3C=CC2(O3)C1C(=O)NC1CCCC1 (configuration not stated),-0.2,9,-5,-2,1,-5,1,22,2,1
O=C(Nc1nc(-c2ccc(Cl)cc2)cs1)c1cccnc1,1.1,-39,3,3,3,5,-7,-4,-3,-4
CCCN(Cc1nnc(-c2ccccc2Cl)o1)C(=O)c1cc([N+](=O)[O-])cc([N+](=O)[O-])c1,-0.2,-25,-12,7,-1,23,9,15,4,-17
CCCCC(=O)Nc1ncc([N+](=O)[O-])s1,nt,nt,-10,-1,1,nt,nt,-29,0,-7
Cn1nc(C(=O)Nc2nc3ccc(S(C)(=O)=O)cc3s2)ccc1=O,-0.2,-16,53*,-3,1,8,-3,17,3,1
CCSc1ccccc1C(=O)NCCc1ccccc1,-0.4,-10,-1,21,0,4,5,21,-1,-15
